SENP6 inh: SENP6 protease inhibitors, primary screen, biochemical, luminescence, uHTS | Recombinant SENP6 catalytic domain, aminoluciferin luminescence | actives 1.8% (n = 330,000) | inhibition, % at 10 µM;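 active = inhibition above about 50% at the single tested dose, limit read from the data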;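 note: plate controls were DMSO wells with enzyme for no effect and DMSO wells lacking enzyme for full effect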
Target sequence (Q9GZR1 628-1112 limits assumed): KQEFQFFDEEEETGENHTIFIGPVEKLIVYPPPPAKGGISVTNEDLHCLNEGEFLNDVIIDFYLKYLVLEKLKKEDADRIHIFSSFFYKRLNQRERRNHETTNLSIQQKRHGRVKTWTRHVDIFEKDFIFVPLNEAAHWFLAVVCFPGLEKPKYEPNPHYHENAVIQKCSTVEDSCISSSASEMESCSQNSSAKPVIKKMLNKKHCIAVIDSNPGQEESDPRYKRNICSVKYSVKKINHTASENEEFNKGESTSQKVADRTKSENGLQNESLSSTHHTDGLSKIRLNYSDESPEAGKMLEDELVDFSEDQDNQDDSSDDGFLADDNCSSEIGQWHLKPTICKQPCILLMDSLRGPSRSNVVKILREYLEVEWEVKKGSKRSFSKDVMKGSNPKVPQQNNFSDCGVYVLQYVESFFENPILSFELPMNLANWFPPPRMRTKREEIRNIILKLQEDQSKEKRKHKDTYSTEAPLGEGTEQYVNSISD
UBC13 inh: UBC13 polyubiquitin chain formation inhibitors, primary screen, biochemical, TR-FRET, uHTS. Ubiquitin-conjugating enzyme E2 N (Homo sapiens), P61088. inhibition, % at 20 µM. actives 0.47% (n = 330,000). AID 485273, 2010; in the data active = inhibition above about 45%, passing the limit was not always enough
APOBEC3G inh: APOBEC3G DNA deaminase inhibitors, primary screen, biochemical, fluorescence, single-stranded DNA substrate, uHTS; DNA dC->dU-editing enzyme APOBEC-3G (Homo sapiens), Q9HC16; actives 0.28% (n = 330,000); inhibition, % at 20 µM; AID 493012, 2011; recombinant A3G, ssDNA deamination FAM/TAMRA fluorescence;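 active = inhibition of at least 40% at 20 µM, with no more than 30% in the related APOBEC3A deaminase screen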;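 note: plate controls were DMSO wells with A3G for no effect and wells lacking A3G enzyme for full effect; some compounds called inactive have numbers as strong as hits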
SENP1 inh: human SENP1 catalytic domain inhibitors, primary screen, biochemical, FRET, uHTS. recombinant SENP1 catalytic domain, CyPet-SUMO1-YPet FRET cleavage. inhibition, % at 10 µM. actives 0.21% (n = 360,000). Sentrin-specific protease 1 (Homo sapiens), Q9P0U3;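 active = inhibition at least 30% at 10 µM, raw YFP signal under a set limit, fluorescence ratio 0.5 to 1.5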;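 note: 0% = enzyme with DMSO and 100% = no enzyme wells; some results filed as inactive read as strong as hits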
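Material – human SENP1 catalytic domain · Input – SENP1 enzyme, 20 pM final · Compound dosing – single concentration of 10 µM compound, 0.5% DMSO final · Timing – enzyme reaction for 50 min at room temperature, dark · Measured by – FRET fluorescence in CFP and YFP emission channels · Control set – no-enzyme wells low, DMSO-plus-enzyme wells high control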
SENP7 block: SENP7 protease inhibitors, primary screen, biochemical, luminescence, uHTS; recombinant SENP7, Z-RLRGG-aminoluciferin luminescence, 40 min; actives 1.5% (n = 330,000); AID 434973, 2010; inhibition, % at 5 µM;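 active = inhibition above about 50% at the single test dose, limit read from the data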;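 note: plate controls were DMSO with enzyme for no effect and no enzyme buffer wells for full effect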
Target sequence (Q9BQF6 706-1050 limits assumed): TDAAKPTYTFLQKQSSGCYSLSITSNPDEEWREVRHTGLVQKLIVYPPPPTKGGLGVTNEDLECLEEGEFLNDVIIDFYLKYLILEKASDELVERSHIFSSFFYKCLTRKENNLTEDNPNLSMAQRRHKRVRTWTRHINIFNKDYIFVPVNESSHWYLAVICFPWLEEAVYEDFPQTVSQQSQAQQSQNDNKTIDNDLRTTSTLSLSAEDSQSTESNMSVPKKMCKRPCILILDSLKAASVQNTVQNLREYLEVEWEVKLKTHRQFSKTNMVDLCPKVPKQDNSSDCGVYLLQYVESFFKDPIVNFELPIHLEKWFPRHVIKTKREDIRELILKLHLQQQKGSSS
SENP8 block-1: human SENP8 protease inhibitors, primary screen, biochemical, fluorescence, Nedd8 protein substrate, uHTS | recombinant SENP8 | inhibition, % at 20 µM | actives 0.64% (n = 360,000) | AID 602440, 2012; in the data active = inhibition mostly above about 40%, no sharp cut-off; inactive = mostly below about 27%
SENP8 block-2: SENP8 protease inhibitors, primary screen, biochemical, luminescence; purified SENP8, Z-RLRGG-aminoluciferin cleavage; inhibition, % at 10 µM; actives 1.2% (n = 330,000); AID 2540, 2010; in the data active = inhibition above about 50%
Apaf-1 inh: inhibitors of human Apaf-1 apoptosome, primary screen, biochemical, DEVD-Rh110 fluorescence, uHTS; actives 0.71% (n = 330,000); Apoptotic protease-activating factor 1 (Homo sapiens), O14727; inhibition, % at 20 µM; reconstituted apoptosome caspase-3 activity; active = inhibition of at least 40% at 20 µM;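 note: plate controls were DMSO wells for no effect and DEVD-CHO caspase inhibitor wells for full effect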
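Material: biochemical Apaf-1 apoptosome reconstitution. Medium: Hepes buffer, pH 7.5. Also added: cytochrome c activation, bis-DEVD rhodamine 110 substrate. Timing: 30 min compound preincubation, 50 min activation, room temperature. Measured by: rhodamine 110 fluorescence at Ex 480/Em 540 nm.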
An asterisk follows results filed as active; i = inactive; nt = no result given. No enrichment for hits. Share with any hit: about 3.6%.

structure	SENP6 inh	UBC13 inh	APOBEC3G inh	SENP1 inh	SENP7 block	SENP8 block-1	SENP8 block-2	Apaf-1 inh
COc1cc(C2NC(=S)NC(C)=C2C(=O)OC(C)C)ccc1OC(C)C (stereo not drawn)	-5	-2	-2	2	0	10	-2	3
CCn1ccc(-c2ccccc2)c(C#N)c1=O	-5	-1	-1	2	11	-254	2	-3
Cc1ccc(/C=C/C(=O)N2CCCN(C(=O)/C=C/c3ccc(C)cc3)CC2)cc1	-12	4	-7	2	7	19	-8	-1
CCCOP(=O)(OCCC)C(NC(=O)C(C)(C)C)c1ccccc1 (stereo not drawn)	-3	-6	-5	2	1	6	6	-6
Cn1ncc([N+](=O)[O-])c1C(=O)NC1CCCCCC1	-12	7	-4	1	3	8	-2	-6
CCCC(=O)Nc1cc(OCC)c(NC(=O)NC2CCCCC2)cc1OCC	-9	0	-6	0	-2	13	-3	-30
Brc1ccccc1CN1CCN(Cc2c[nH]c3ccccc23)CC1	-8	12	3	nt	5	nt	-4	0
CCSc1nnc(N2C(=O)CC(c3ccsc3)C3=C2CC(C)(C)CC3=O)s1 (stereo not drawn)	-5	-7	-6	0	11	11	-3	1
Cc1oc(-c2ccccc2F)nc1CS(=O)CC(=O)NCc1cccs1 (stereo not drawn)	-14	3	0	-2	6	4	8	2
O=C(O)CCc1ccc(NCc2cccc(Oc3ccccc3)c2)cc1	-3	3	-8	2	0	14	7	-3
O=C(NNC(=O)c1ccc(Cl)cc1Cl)c1cnccn1	-7	-3	-6	3	-1	12	4	-18
Cc1ccc(NC(=O)c2cc(-c3ccco3)on2)cc1	2	6	-3	2	19	-12	-1	0
O=C(NNS(=O)(=O)c1ccc(F)cc1)c1cc(Cl)ccc1O	-2	-7	-8	3	-1	-348	-5	-5
COc1cc(NC(=O)c2nnn(Cc3ccc(SC)cc3)c2N)cc(OC)c1	-16	34	-9	2	-16	11	-14	5
Cc1ccc(S(=O)(=O)NCC2CCC(C(=O)N3CCN(C)CC3)CC2)cc1 (stereo not drawn)	1	7	-5	2	-2	13	-9	-1
COc1ccc(Cl)cc1NC(=O)CN(C)C(=O)CCSc1ccc(C)cc1	4	15	-6	4	4	18	-9	10
O=C1NC2(CCC3(CC2)OCCO3)NN1c1ccccc1	-15	7	-8	2	-5	31	-6	1
CCN(C(=O)C12CC3CC(CC(C3)C1)C2)C1CCS(=O)(=O)C1 (stereo not drawn)	-1	0	-5	2	-1	7	-2	3
N/C(=N\OC(=O)c1cnn(-c2ccccc2)c1C(F)(F)F)c1ccc(C(F)(F)F)cc1	9	-5	2	0	4	18	-1	-14
Cc1oc(-c2ccc(Cl)cc2)nc1CS(=O)CC(=O)NCCCN1CCCC(C)C1 (stereo not drawn)	-8	5	-3	-1	-1	6	-9	-1
COc1cccc(OC)c1C(=O)Nc1nc2ccc([N+](=O)[O-])cc2s1	-3	-12	-2	-11	15	9	-3	0
CCc1ccccc1NC(=O)c1cnc2scc(C)n2c1=O	-12	-4	0	-1	9	-160	-12	17
COc1ccc(NC(C)=O)cc1S(=O)(=O)N1CC=C(c2ccccc2)CC1	-6	0	2	2	8	6	-3	4
NC(=O)/C(=N\O)c1ccccc1	-21	5	-5	2	7	15	-1	-1
Cn1c(=O)[nH]c2ncn(C)c2c1=O	13	8	-5	1	6	3	5	-6
Cc1cccc(-n2ncc3c(=O)[nH]c(SCC(=O)NCCC4=CCCCC4)nc32)c1	-11	-26	-5	4	-14	2	0	-1
Cc1ccc(CN(C(=O)c2cccs2)C2CCS(=O)(=O)C2)cc1 (stereo not drawn)	-8	-3	-7	-2	-10	18	-1	7
Cn1cnc(S(=O)(=O)Nc2ccc(C(F)(F)F)cc2)c1	-9	-4	-6	5	12	21	-6	2
C/C(=N\N=C(c1ccccc1)c1ccccc1)c1ccco1	-10	-4	-6	0	8	25	-6	14
COc1ccc(N(C(=O)c2cnccn2)C(C(=O)NCc2ccccc2)c2ccc(O)cc2)cc1 (stereo not drawn)	-16	1	-13	17	8	1	-5	2

Overlap with the part before: 2 entries; new compounds follow.
structure	SENP6 inh	UBC13 inh	APOBEC3G inh	SENP1 inh	SENP7 block	SENP8 block-1	SENP8 block-2	Apaf-1 inh
C/C(=N\N=C(c1ccccc1)c1ccccc1)c1ccco1	-10	-4	-6	0	8	25	-6	14
COc1ccc(N(C(=O)c2cnccn2)C(C(=O)NCc2ccccc2)c2ccc(O)cc2)cc1 (stereo not drawn)	-16	1	-13	17	8	1	-5	2
CCN1CCN(Cc2ccc(NC(=O)Nc3ccccc3OC)cc2)CC1	-1	2	-1	0	-3	5	-1	-4
CCOC(=O)N1CCC(NC(=O)C(C)n2c3ccccc3c3cnn(C)c(=O)c32)CC1 (stereo not drawn)	-2	4	-4	-3	0	-22	4	45*
CN(C(=O)c1ccccc1C(=O)OCC(=O)Nc1ccc(OC(F)F)cc1)c1ccccc1	-3	-9	-2	0	-9	7	-14	27
COc1ccc(/C(C)=N\NS(C)(=O)=O)c(OC)c1	13	1	-1	-1	0	11	-2	10
Cc1nc(C(C)NC(=O)c2ccc(OC3CCN(Cc4ccccn4)CC3)cc2)c(C)s1 (stereo not drawn)	-4	3	-2	-11	1	12	1	1
COc1cc(CN2CCCC(C)C2)cc([N+](=O)[O-])c1O (stereo not drawn)	10	-45	-6	0	-6	10	-5	2
COc1ccc(CN([C@H](CO)CC(C)C)S(=O)(=O)N(Cc2ccccc2)[C@H](CO)CC(C)C)cc1	-3	-17	-3	2	-6	21	-11	34
c1ccc2c(c1)ccc1nnnn12	-3	2	-7	-5	3	16	-4	-12
COc1ccc(C2NC3=C(CCC3)C3(C#N)C(OC)(OC)N=C(N)C23C#N)cc1 (stereo not drawn)	-4	4	-3	-28	2	i	2	5
C/C(=N/NC(=O)c1cc(-c2cccc([N+](=O)[O-])c2)n[nH]1)c1cccc(O)c1	-3	8	-1	1	6	21	1	0
C/C(=N\NC(=O)CNC(=O)C(c1ccccc1)c1ccccc1)c1ccccc1	-33	-10	-3	4	-4	9	-11	-2
CSc1ccc(CCNS(=O)(=O)c2c(C)[nH]c(C)c2C(=O)N2CCCCC2)cc1	-7	8	-5	1	-9	-1	-11	1
O=C(CSc1nc(-c2ccccc2)c(-c2ccccc2)o1)NC1CCS(=O)(=O)C1 (stereo not drawn)	-1	23	-3	3	-4	-58	-2	6
COc1ccc(C2C3=C(CCCC3=O)Nc3nc(-c4cc(OC)c(OC)c(OC)c4)nn32)cc1OC (stereo not drawn)	3	7	-2	-2	-5	-20	0	-8
Cc1cc(NC(=O)CSc2nc3ccccc3c(=O)n2Cc2ccc(F)cc2)no1	3	14	-3	2	1	7	5	-1
Nc1cccnc1Oc1ccc(F)cc1F	-26	1	-6	1	4	17	1	-9
COC(=O)c1cc(Br)c(=O)n(CCC2=CCCCC2)c1	-16	8	3	0	1	2	4	9
CCOC(=O)N1CCN(C(=O)c2ccc(OCC)cc2)CC1	3	0	-3	1	-7	12	2	-3
CC(C)CNC(=O)COc1ccccc1[N+](=O)[O-]	1	-1	-10	2	4	6	2	1
Cc1cc(Cl)ccc1OCCCC(=O)NCc1ccncc1	-10	-12	-3	0	-12	12	-14	-4
Cc1ccc(CN2CCC(n3nccc3NC(=O)CCOc3ccccc3)CC2)o1	8	3	-7	2	-5	7	1	5
CCOC(=O)C1CCN(C(=O)COC(=O)c2ccc3[nH]c4c(c3c2)CCCC4)CC1	3	-7	-2	-5	-5	-62	6	21
CCOC(=O)C(=O)Nc1nc(-c2ccccc2)c(CC)s1	2	3	-2	3	1	17	-6	-2
Cc1cccc2c(N=Nc3ccc(S(=O)(=O)Nc4cccc(Cl)c4)cc3[N+](=O)[O-])c(O)[nH]c12	-5	-96	0	4	0	47*	-11	11
Cc1ccsc1/C=N/NC(=O)c1nnn(-c2nonc2N)c1C	-6	-3	3	1	4	14	-16	12
O=[N+]([O-])c1ccc(COc2ccc(-c3[nH]ncc3-c3ccc(Cl)cc3)c(O)c2)cc1	-14	-23	-6	1	-6	11	-10	15
Cc1cc(C(=O)OCC(=O)NCc2ccco2)c(C)o1	13	-4	-7	-1	-6	14	12	-20
O=C(O)c1ccc2c(c1)C(=O)N(c1nccs1)C2=O	4	8	-7	0	2	8	-3	-18
CC1CC2(C)Oc3ccccc3CC2C(C)C1CNCCCN(C)C (stereo not drawn)	-5	20	-5	2	-12	19	-12	8
CC(=O)Nc1cccc(C(=O)NC2CCCc3c2cnn3-c2cc(C)cc(C)c2)c1 (stereo not drawn)	-7	-8	-8	-2	-8	3	-4	17
COc1ccc(CCN(C)C(=O)C2CC(=O)N(Cc3ccc(C)cc3)C2)cc1OC (stereo not drawn)	-17	18	-1	0	0	2	-10	56*
O=C(CSc1nc2ccccc2o1)N/N=C/c1ccccc1	3	5	0	2	-2	22	0	14
C=C1/C=C(\C)C(C)(O)CC(O)CC(=O)C(O)C(O)C(C)CC(C)OC(=O)/C(C)=C/CC/C=C/C(OC)C(O)CC(C)C1 (stereo not drawn)	4	18	-9	2	-3	13	5	12

Single entries from above.
For UBC13 inh, COc1ccc(CCN(C)C(=O)C2CC(=O)N(Cc3ccc(C)cc3)C2)cc1OC (stereo not drawn) has 18
For SENP1 inh, Nc1cccnc1Oc1ccc(F)cc1F has 1
For SENP1 inh, CCOC(=O)C1CCN(C(=O)COC(=O)c2ccc3[nH]c4c(c3c2)CCCC4)CC1 has -5
For APOBEC3G inh, C/C(=N/NC(=O)c1cc(-c2cccc([N+](=O)[O-])c2)n[nH]1)c1cccc(O)c1 has -1
